AMA1 RON2 block: inhibitors of Plasmodium falciparum AMA1-RON2 interaction; AlphaScreen AMA1-biotinylated RON2 peptide binding; Potency, µM (top dose mostly 58.2 µM), for the others: top-dose activity change, negative = inhibition, hits mostly inhibitors; actives 0.2% (n = 360,000); AID 720542; active means well fitted inhibition curve with a large enough effect; inconclusive means small, poorly fitted or top-dose-only effect; inactive means no such curve, though single readings can be large or run the other way;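 further: potency means the concentration at half of the fitted maximal effect; 0% = vehicle wells and -100% = peptide control; nearly all actives have a fitted effect of over 45% in size; some results filed as inactive show a strong effect at the top dose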
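AMA1 (3D7) with his tag at 25 nM final met compounds first, then biotinylated RON2 peptide at 25 nM; detection used donor plus acceptor beads, 10 µg/mL apiece, read by AlphaScreen after 30 min at room temperature.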
HCMV inh: inhibitors of human cytomegalovirus; activity change, negative = inhibition, % at 57.5 µM; HFF cells, HCMV-luciferase reporter, 72 h; active compounds read low; actives 4.5% (n = 410,000); in the data active means activity change below about -60%; inconclusive means no clear call, values can overlap the other calls; inactive means above about -39%
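Inhibition of viral replication was scored as loss of reporter luminescence in HFFs infected with HCMV-luciferase (MOI 1 PFU/cell) for 72 h; compounds tested at 2 doses, normalized to buffer and Salinomycin controls.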
Numbers without * were called inactive; ? = inconclusive; [ ] = remark or other dose. Unless noted, on the % scale 0 is the no-effect control and ±100 the full control effect. Some of the compounds tested; count on the stated rates, not on these rows.

SMILES | AMA1 RON2 block | HCMV inh
O=C(COc1nnc2ccccn12)N1CCN(S(=O)(=O)c2ccccc2)CC1 | -3% | -14
CSc1nc2c(c(-c3ccccc3)c1C#N)CCC2 | -3% | 3
CCN1C[C@@H]2[C@@H]3C(=O)N(Cc4ccccc4)C(=O)[C@@H]3[C@](C)(C1=O)N2C(=O)c1ccc(F)cc1 | 11% | 3
CC(=O)CC1c2cc(F)ccc2C=C(c2ccsc2)N1c1ccc(-c2cccnc2)cc1 (stereo not given) | 0% | -24
CC1Nc2ncnc(N3CCc4ccccc4C3)c2N(Cc2ccccc2)C1=O (stereo not given) | 10% | -4
OC(c1cccc(Cl)c1)c1nc(-c2cccc3cccnc23)cs1 (stereo not given) | 22% | -33
C=CCn1c(=O)c(C(=O)Nc2ncccc2C)c(O)c2ccccc21 | 114%[activator] | 1
NC(=O)c1ccc(NS(=O)(=O)c2ccc(S(=O)(=O)N3CCCC3)cc2)cc1 | -6% | -8
CCc1nc2ccc(C(=O)Nc3cccc(NS(C)(=O)=O)c3)cn2c1N(C)CCCc1ccccc1 | -9% | 13
O=C1NC[C@@H](CCCCN2C[C@H](Cc3ccccc3)N(CCc3ccc(O)cc3)C(=O)C2=O)N(Cc2ccccc2)C1=O | 1% | 9
COCCN1C(=O)CCC1(C)C(=O)NC1CCCCC1 (stereo not given) | 5% | ?
CCCCN1CC(N2CCCCC2)CS1(=O)=O (stereo not given) | 5% | -18
COc1ccc(NC(=O)c2cc(-c3sc(NC(=O)c4ccccc4)nc3C)n(Cc3ccccc3)n2)cc1 | -3% | -17
c1ccc(C(=C2CCCO2)c2ccccc2)cc1 | 4% | 14
COc1ccc2c(c1)CCO[C@]21O[C@H](CCO)C[C@H](O)[C@H]1O | 5% | 26
O=C(CCn1c(=S)[nH]c2cc3c(cc2c1=O)OCO3)NCCc1ccccc1Cl | 139%[activator] | 7
Cc1ccccc1-c1cc2nc(NCCCN(C)C)n(C)c(=O)c2s1 | -8% | 2
O=C1NC[C@@H](CCCCN2C[C@H](Cc3ccc(O)cc3)N(CCc3ccccc3)C(=O)C2=O)N(CCC2CCCCC2)C1=O | -6% | 13
COc1ccc2c(c1)C(=O)CC(c1ccccc1)O2 (stereo not given) | -2% | -6
CCCn1c(=O)n(C)c(=O)c2c(SCc3cc(C(C)=O)ccc3OCC)nc(C3CC3)nc21 | 4% | 38
CC(C)Oc1ccc(F)cc1-c1cc(C(=O)NCc2cc(C(F)(F)F)cc(C(F)(F)F)c2)[nH]n1 | 7% | -8
COc1ccc(C(=O)c2cc(OC)c(OC)c(OC)c2)cc1OC | -2% | -15
Cc1cccc(C)c1OCC(O)CN1CCN(C(=O)c2ccccc2)CC1 (stereo not given) | 7% | 2
COc1ccc(-c2nnc(COc3ccc(Br)cc3C)o2)cc1 | 30% | 36
COc1ccc(OC(=O)N(C)C[C@@H]2OCc3cnnn3CCCC(=O)N([C@@H](C)CO)C[C@H]2C)cc1 | -1% | 11

Looked up above:
Reading of Cc1cccc(C)c1OCC(O)CN1CCN(C(=O)c2ccccc2)CC1 (stereo not given) in HCMV inh: 2
Reading of COc1ccc(-c2nnc(COc3ccc(Br)cc3C)o2)cc1 in HCMV inh: 36
Reading of COc1ccc2c(c1)CCO[C@]21O[C@H](CCO)C[C@H](O)[C@H]1O in HCMV inh: 26
Reading of NC(=O)c1ccc(NS(=O)(=O)c2ccc(S(=O)(=O)N3CCCC3)cc2)cc1 in HCMV inh: -8
Reading of CCc1nc2ccc(C(=O)Nc3cccc(NS(C)(=O)=O)c3)cn2c1N(C)CCCc1ccccc1 in AMA1 RON2 block: -9%

More records follow.
SMILES | AMA1 RON2 block | HCMV inh
O=C1OCCC1=COCCCCCOC=C1CCOC1=O | -7% | 10
CN1C[C@@H]2[C@@H]3C(=O)N(C)C(=O)[C@@H]3[C@](C)(C1=O)N2C(=O)c1ccc(Cl)cc1 | 11% | 21
COc1cc(C(C)=O)ccc1OCC(=O)N1CCCC1c1ccc2c(c1)OCCCO2 (stereo not given) | -4% | 5
C[C@H](O)[C@@H]1C(=O)N2CCc3ccc(-c4ccccc4)cc3[C@@H]2C[C@@H]1N(C)C(=O)c1ccco1 | 14% | 9
Cc1ccccc1-c1cc2nc(Oc3cccc4ccccc34)n(C)c(=O)c2s1 | 0% | 22
CCCCCCN1C[C@H](O)[C@@H](n2cc(C3CC3)nn2)C[C@@H]1c1ccccc1 | 0% | -9
CN(Cc1ccco1)C(=O)CC[C@H]1O[C@@H](n2ccc(=O)[nH]c2=O)[C@H](O)[C@@H]1O | 18% | 3
CC1(C(=O)Nc2ccc3c(c2)OCCO3)CCN1Cc1csc2ccccc12 (stereo not given) | -23% | 12
Cc1cc(Cl)ccc1C(O)c1ncc(-c2ccc3ccccc3c2)[nH]1 (stereo not given) | -5% | 16
COc1ccccc1N(C)S(=O)(=O)c1ccc(C(=O)NCC(c2ccco2)N2CCCCC2)cc1 (stereo not given) | -9% | -18
O=C1c2cccc3c2N(CCC3)C(=O)C1(F)c1ccccc1 (stereo not given) | 4% | 26
C#CCOCCOCCOCCNc1nc(N2CCN(C(=O)Cn3cc(CCO)nn3)CC2)nc(N2CCN(C(=O)Cn3cc(CC(C)O)nn3)CC2)n1 (stereo not given) | 0% | 41
COc1ccccc1NS(=O)(=O)c1ccc(C)c(NS(=O)(=O)c2cc(NC(C)=O)ccc2OC)c1 | -5% | -35
CCOC(=O)c1ccc(N=Cc2cnc(N)nc2N)cc1 | -15% | 24
C[C@@H]1CN(Cc2nnnn2CC(=O)NCCCn2cccn2)C[C@H](C)O1 | 0% | 19
CN(CCc1ccccc1)C(=O)c1ccc(NC(=O)Cc2ccc(NC(=O)C3CCN(C(=O)C4CC4)CC3)cc2)cc1 | -17% | ?
CCOC(=O)C(=O)N(C)c1c(CC)nc2c(OCc3ccc(Cl)cc3)cccn12 | 4% | -15
O=c1[nH][nH]c(=O)c(Cl)c1Cl | 7% | 7
CCOC(=O)Nc1ccc2c(c1)C(=NNC(N)=S)c1ccccc1-2 | 44%[activator] | ?
CC(O)(c1ccccc1)c1nc(-c2cccc(C#N)c2)cs1 (stereo not given) | 6% | ?
CCOc1ccc(CCN2C(=O)C(=O)N([C@@H](CC(C)C)CN3CCC[C@H]3CN3C(=O)C(=O)NC[C@@H]3CC(C)C)C[C@@H]2Cc2ccccc2)cc1 | 5% | 0
O=C(O)CNc1nc(NCc2ccc(Cl)cc2)ccc1[N+](=O)[O-] | -12% | 1
COc1ccc(C2=NOC(C)(c3nnc(-c4ccncc4)o3)C2)cc1 (stereo not given) | -4% | -19
COC(=O)[C@]12CCCCC=C1N(CCc1ccc(OC)c(OC)c1)C(=O)[C@H](CC(=O)N1CCSCC1)C2 | 4% | -7
Cc1cccc(C)c1-n1nnnc1C1(C)CCC(=O)N1Cc1cccc(C(F)(F)F)c1 (stereo not given) | -8% | -11

Compound profiles, as listed above:
CC1(C(=O)Nc2ccc3c(c2)OCCO3)CCN1Cc1csc2ccccc12 (stereo not given) is listed with AMA1 RON2 block: -23%; HCMV inh: 12
CCOc1ccc(CCN2C(=O)C(=O)N([C@@H](CC(C)C)CN3CCC[C@H]3CN3C(=O)C(=O)NC[C@@H]3CC(C)C)C[C@@H]2Cc2ccccc2)cc1 is listed with AMA1 RON2 block: 5%; HCMV inh: 0

Arranged by number of heavy atoms (descending): seven of the compounds above.
SMILES | AMA1 RON2 block | HCMV inh
CCOc1ccc(CCN2C(=O)C(=O)N([C@@H](CC(C)C)CN3CCC[C@H]3CN3C(=O)C(=O)NC[C@@H]3CC(C)C)C[C@@H]2Cc2ccccc2)cc1 | 5% | 0
COc1cc(C(C)=O)ccc1OCC(=O)N1CCCC1c1ccc2c(c1)OCCCO2 (stereo not given) | -4% | 5
Cc1ccccc1-c1cc2nc(Oc3cccc4ccccc34)n(C)c(=O)c2s1 | 0% | 22
CN(Cc1ccco1)C(=O)CC[C@H]1O[C@@H](n2ccc(=O)[nH]c2=O)[C@H](O)[C@@H]1O | 18% | 3
O=C1c2cccc3c2N(CCC3)C(=O)C1(F)c1ccccc1 (stereo not given) | 4% | 26
O=C1OCCC1=COCCCCCOC=C1CCOC1=O | -7% | 10
O=c1[nH][nH]c(=O)c(Cl)c1Cl | 7% | 7

The list goes on.
SMILES | AMA1 RON2 block | HCMV inh
CC1(C(=O)NS(=O)(=O)c2cccc(OC(F)F)c2)CCN1C(=O)Cc1cccs1 (stereo not given) | 2% | -15
O=C1CCC(=O)N1CCC(=O)N(C(=O)NC1CCCCC1)C1CCCCC1 | 8% | 14
CN(C)c1ccc(C=c2c3ccccc3n3c2cc(-c2ccc(Cl)cc2)[n+]3C)cc1 | 18µM* | -99*
C[C@@H]1CN([C@@H](C)CO)C(=O)c2cc(NC(=O)c3ccccc3)ccc2O[C@@H](C)CCCCO[C@@H]1CN(C)S(=O)(=O)c1ccc(F)cc1 | 9% | 21
CC(C)CC(N)c1csc(Nc2ccccn2)n1 (stereo not given) | 107%[activator] | ?
CCOC(=O)C1=CC[C@@H](c2ccccc2)N(S(=O)(=O)c2ccc(C)cc2)[C@H]1c1ccc(CC)cc1 | -6% | -37
COC1CC(=O)C2OC(c3ccccc3)OCC2O1 (stereo not given) | 0% | -25
CCOC(=O)[C@]12Cc3cc(C)ccc3[C@H]1N(C1CCCCC1)C(=O)c1ccccc12 | -4% | -103*
CN(C)c1ccc(-c2[nH][nH]c(=O)c2NC(=O)c2ccccn2)cc1 | 66%[activator] | -61*
CCCCSc1ncnc2c1ncn2C1CCCCO1 (stereo not given) | 6% | 131
O=C(OCc1ccccc1)N1CCC2CC1c1cc(N3CCN(S(=O)(=O)c4cccc5ccccc45)CC3)ccc12 (stereo not given) | -4% | 6
CC1=CC(c2ccccc2)n2ncnc2N1 (stereo not given) | 5% | ?
O=C1NC[C@H](CCCCN2CCN(CC3CCCCC3)C(=O)C2=O)N(CC2CCCCC2)C1=O | 1% | 4
COc1ccc(-c2cc(C(=O)NCc3cccc(Cl)c3)[nH]n2)c(C)c1 | 6% | -26
COc1ccc(S(=O)(=O)NC(=O)C2(C)CCN2C(=O)Cc2cc(F)ccc2F)cc1 (stereo not given) | 34%[activator] | 24
CC1(C(=O)Nc2ccccc2Br)CCN1C(=O)Cc1ccccc1Cl (stereo not given) | -6% | 4
CC(NC(=O)c1cccc(F)c1)C1CC2CCC1C2 (stereo not given) | 13% | -28
CN(C)S(=O)(=O)c1ccc(Cl)c(NC(=O)COC(=O)CNS(=O)(=O)c2c(F)cccc2F)c1 | 0% | -34
Cc1cc2nc(-c3cccc(Br)c3)c(Cc3ccccc3)n2c(C)c1Br | -2% | 2
COCCNC(=O)c1cc2c(c(-c3cccc(-c4cc5ccccc5o4)c3)n1)[C@H](CCO)N(S(=O)C(C)(C)C)C2 (stereo not given in full) | 4% | -12
COc1ccc(NC(=O)C2(C)CCN2C(=O)C(C)C)cc1F (stereo not given) | 0% | -17
CN=C1NC(C)(C)C2CCC(C)(CC2)S1 | 11% | -18
CCCCN(C)c1c(C)nc2ccc(C(=O)N(CC)CCN(C)C)cn12 | 0% | 38
C[C@@H]1CN([C@H](C)CO)C(=O)c2c(c3ccccc3n2C)-c2ccccc2CO[C@@H]1CN(C)C(=O)Nc1ccccc1C(F)(F)F | 27% | -3
O=[N+]([O-])c1cccc(COc2ccccc2CN2CCCC2)c1 | 2% | 4
Other entries:
SMILES | AMA1 RON2 block | HCMV inh
CCN(CC)c1ncnc2c1ncn2[C@H]1CN(Cc2cccnc2)C[C@@H](CO)O1 | 4% | -16
COc1ccc(-c2cnc3c(NC=O)cc(-c4ccc(C(=O)N5CCOCC5)cc4)cn23)cc1OC | 18% | 16
O=C1NC[C@@H](CCCCN2C[C@H](Cc3ccccc3)N(Cc3ccccc3)C(=O)C2=O)N(CC2CCCCC2)C1=O | 4% | -5
COCCn1c(C)cc(C(=O)CN2C(=O)C(=O)N(CCC3=CCCCC3)C2=O)c1C | -3% | -3
O=C1C(=O)C(c2ccccc2)C(=O)C1c1ccccc1 (stereo not given) | -12% | -14
C[C@H](CO)N1C[C@H](C)[C@@H](CN(C)Cc2ccccc2C(=O)O)OCc2cnnn2CCCC1=O | 9% | 19
COC(=O)c1c(C)cccc1C1CN=NC12Cc1ccccc1C2=O (stereo not given) | -7% | -8
C=C(C1=CCN(S(=O)C(C)(C)C)[C@H]1CCO)c1ccccc1 (stereo not given in full) | 6% | -9
COC(=O)[C@@]12C[C@@H](CC(=O)N3CCCCC3)C(=O)N(Cc3ccc4c(c3)OCO4)C1=CCC(C)(C)C2 | -10% | -20
COCCNC(=O)C1(C)CCN(C(=O)Cc2ccc(OC)c(OC)c2)C1 (stereo not given) | -2% | -21
CCCN1C(=O)/C(=C/c2ccc(OCc3ccc(C(=O)O)cc3)c(OC)c2)NC1=S | 32%[activator] | -18
CCOc1ccc(CCN2C(=S)N([C@@H](Cc3ccc(O)cc3)CN3CCC[C@@H]3CN3C(=S)NC[C@@H]3CC(C)C)C[C@@H]2Cc2ccccc2)cc1 | 6% | -26
Cc1ccc(S(=O)(=O)Nc2ccc3c(c2)C(=O)N([C@@H](C)CO)C[C@@H](C)[C@@H](CN(C)CC2CC2)OCCCC[C@@H](C)O3)cc1 | -4% | -9
CC(C)CC(CO)N1CCN(C(=O)c2ccccc2)CCC1=O (stereo not given) | 0% | -13
COc1cccc(NC(=S)NC2CC(C)CC(C)(C)C2)c1 (stereo not given) | 98%[activator] | 19
CCCCN(CCCC)Cc1cc(=O)oc2cc(C)c(Cl)cc12 | 0% | 10
CC(C)[C@@H]1Cc2[nH][nH]c(=O)c2[C@H](CCc2ccccc2)O1 | 10% | -9

Source: PubChem
